# Compound activity (PubChem)
# CHT PAM: CHT positive allosteric modulators, primary screen, cell-based, membrane potential dye, choline EC20; B-score at 10 µM; AID 488977, 2010; CHT-expressing cells; hits give high values; LV-AA mutant CHT in HEK293 cells; 0.49% of 310,000 active;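 active means initial fluorescence not abnormally high and integrated response B-score, plate-corrected, over 3 SD above library mean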
# CHT block: inhibitors of human choline transporter CHT. CHT-expressing cells, membrane potential dye, choline response; hits give low values. B-score at 10 µM. 0.86% of 310,000 active. AID 488975, 2010;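 active means B-score over 3 SD under the library average, and starting fluorescence ratio not unusually high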;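 further: choline stimulus applied at its EC90 after an EC20 pre-addition; B-score computed on integrated fluorescence ratio after choline addition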
# STK33 kinase inh: inhibitors of purified STK33 kinase, primary screen, biochemical, ADP-Glo luminescence, homogeneous, cell-free | MBP phosphorylation | AID 2661, 2010 | Serine/threonine-protein kinase 33 (Homo sapiens), Q9BYT3 | inhibition, % at 10 µM | 0.073% of 320,000 active;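 active means inhibition at or above 25%, using the most active replicate where run in duplicate; inactive means inhibition below 25%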
# Target sequence (Q9BYT3 whole entry, looked up): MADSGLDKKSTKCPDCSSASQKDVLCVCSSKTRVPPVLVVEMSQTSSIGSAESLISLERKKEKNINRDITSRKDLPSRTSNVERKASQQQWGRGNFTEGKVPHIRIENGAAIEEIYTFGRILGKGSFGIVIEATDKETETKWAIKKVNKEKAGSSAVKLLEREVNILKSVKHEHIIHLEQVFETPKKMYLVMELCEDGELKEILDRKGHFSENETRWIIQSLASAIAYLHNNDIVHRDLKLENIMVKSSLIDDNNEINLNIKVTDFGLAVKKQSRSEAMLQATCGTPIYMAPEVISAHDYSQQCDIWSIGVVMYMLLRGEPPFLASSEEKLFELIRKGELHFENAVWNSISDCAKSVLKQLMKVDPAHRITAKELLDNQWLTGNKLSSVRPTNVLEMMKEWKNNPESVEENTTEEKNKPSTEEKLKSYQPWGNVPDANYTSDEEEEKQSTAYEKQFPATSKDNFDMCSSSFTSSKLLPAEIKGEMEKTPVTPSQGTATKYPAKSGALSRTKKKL
# * hit, by the source's call; i = inactive; nt = no result given.
# The line under a structure holds: STK33 kinase inh, CHT block, CHT PAM
CCC(=O)Nc1ccc(C2C(=O)c3ccccc3C2=O)cc1
  -0.4, i, i
Clc1ccc(CSc2nnc(-c3sccc3-n3cccc3)o2)cc1
  -2.4, i, i
O=C(Cc1ccccc1)NC(C(=O)O)C(O)c1ccc([N+](=O)[O-])cc1 (stereo not drawn)
  -0.5, i, i
O=C(CSc1ccc2nnc(-c3cccnc3)n2n1)Nc1ccc(F)cc1
  0.1, i, i
CC(=O)c1ccc(OC(=O)Cc2cccc3ccccc23)cc1
  -0.1, i, i
COc1ccc(NC(=O)COC(=O)c2ccc(Br)o2)cc1OC
  -0.5, i, i
O=C(Nc1nccs1)C1CCN(S(=O)(=O)c2ccccc2)CC1
  -0.8, i, i
C#CCOc1c(/C=C\c2nc(O)c([N+](=O)[O-])c(=O)[nH]2)cc(Br)cc1OC
  0.3, i, i
COc1ccc2cc(C(=O)NCc3ccccc3)c(=O)oc2c1
  -0.4, i, i
O=C(CN1CCN(c2ccccn2)CC1)Nc1ccc(F)c(F)c1
  -0.9, i, i
CS(=O)(=O)N1CCN(Cc2ccccc2C(F)(F)F)CC1
  -0.7, i, i
COc1ccc(N2CCN(CCCNC(=O)C3CCC(CNc4nc(=S)[nH]c5ccccc45)CC3)CC2)cc1 (stereo not drawn)
  -1.6, i, i
Cc1ccc(Nc2nc(CSc3nnc(-c4cccnc4)n3-c3ccccc3F)cs2)cc1
  -1.1, i, i
COc1cccc(/C=N/NC(=O)c2cc(-c3cccn3C)n[nH]2)c1
  -0.7, i, i
COc1ccc(/C=N/NC(=O)Cn2nc(C)c([N+](=O)[O-])c2C)cc1
  1.0, i, i
COc1ccc(C(=O)NC(=S)NNC(=O)c2ccco2)cc1
  0.3, i, i
Cc1cc(C)cc(NS(=O)(=O)c2ccc(NC(=S)NC(=O)c3cccs3)cc2)c1
  -0.7, i, i
CC(CCc1ccc(O)cc1)NC1C2CC3CC(C2)CC1C3 (stereo not drawn)
  -0.9, i, i
CN1CCN(CCNC(=O)c2ccc3nc(-c4ccc(F)cc4)c(-c4ccc(F)cc4)nc3c2)CC1
  -1.7, -12*, i
Cc1[nH]c2ccccc2c1Cc1nnc(SCC(=O)NCc2ccco2)o1
  -3.3, i, i
CN(C)S(=O)(=O)c1cccc(-c2nnc(SCC(=O)NCCCCCC(=O)O)n2-c2ccc(F)cc2)c1
  -0.4, i, i
COc1ccc(NC(=O)C2Cc3cc(S(=O)(=O)N4CCCCC4)ccc3N2C(C)=O)cc1Cl (stereo not drawn)
  -0.2, i, i
Cc1ccc(NC2CC(=O)N(Cc3ccccc3)C2=O)cc1 (stereo not drawn)
  -0.6, i, i
COc1ccc(N(CC(=O)NC2CCCCC2)C(=O)CNC(=O)c2cccs2)cc1
  -1.3, i, i
COc1ccc(CCn2c(=N)c(C(=O)NC3CCCC3)cc3c(=O)n4ccccc4nc32)cc1
  0.8, i, i
C#CCn1c(S(=O)(=O)Cc2ccc(OC)cc2)nc(-c2ccccc2)c1-c1ccccc1
  0.2, i, i
C=CCc1ccccc1OCCNCc1ccccc1
  -1.3, i, i
COCCCNC(=O)CCn1c(=O)c2ccccc2n(CC(=O)Nc2ccccc2C)c1=O
  0.6, i, i
COc1cccc(CNC(=O)C2CCCN(c3nn4c(=O)cc(C)nc4s3)C2)c1OC (stereo not drawn)
  -1.0, i, i
CCCCCCC(=O)N(O)C1CC(=O)N(c2ccc(Br)cc2)C1=O (stereo not drawn)
  3.0, i, i
CNC(=O)C(=O)N1CCC2(CC1)OCCN2S(=O)(=O)c1ccc(C)cc1
  -1.2, i, i
CCOc1ncccc1C(=O)N1CCN(c2cc(Cl)ccc2C)CC1
  -0.3, i, 14*
COc1ccc(-n2c(-c3ccc(Br)cc3)c[n+]3c2CCCCC3)cc1
  -0.9, i, 11*
O=C(O)c1cc(N/N=C/c2ccc3c(c2)OCO3)ccc1Cl
  -1.7, i, i
CCOc1ccc2nc(NC(=O)CS(=O)(=O)c3ccccc3)sc2c1
  2.1, i, i
CN(Cc1nccn1C)C(=O)C1CCC(=O)N(Cc2cccc(C(F)(F)F)c2)C1 (stereo not drawn)
  -3.0, i, i
CCOC(=O)c1cc2c(ccn2C)n1Cc1ccc(C#N)cc1
  -1.8, i, i
Cc1noc(C)c1COc1ccc(C(=O)OCC(=O)Nc2ccc(C(=O)N(C)C)cc2)cc1
  0.7, i, i
COC(=O)c1sccc1-c1ccc(/C=N/OC(=O)c2cccs2)o1
  -0.1, i, i
CC(C)Sc1nc2c(c(=O)[nH]c(=O)n2C)n1CCc1ccccc1
  -0.7, i, i
C=C(C)COc1ccc2c(C)c(CC(=O)N3C[C@H]4C[C@@H](C3)c3cccc(=O)n3C4)c(=O)oc2c1
  2.2, i, i
CC#CCN1c2ccccc2[C@]23C[C@@H](C(=O)OC)N(C(C)=O)C2=NC(C(=O)OC)=C(C(=O)OC)[C@H]13
  -1.4, i, i
Cc1ccc(N=C(NO)c2nonc2N)c(C)c1
  -0.1, i, i
O=C(C1CC1)N1CCC(C(O)(c2ccccc2)c2ccccc2)CC1
  -1.6, i, i
O=C(CN(Cc1ccccc1)C(=O)CCC(=O)Nc1nccs1)NCc1ccco1
  -1.3, i, i
COc1cccc(/C=N/N2CCN(c3ccncc3S(=O)(=O)N3CCCCC3)CC2)c1
  -1.3, i, i
OC(COCc1ccccc1)CN1CCN(Cc2ccc3c(c2)OCO3)CC1 (stereo not drawn)
  -0.8, i, i
Cc1ccsc1/C=N/NC(=O)CN1CCN(Cc2ccccc2)CC1
  0.4, i, i
CC1=CC2=NC(=O)CC(C)(C(=O)N(CC(=O)NC3CCCC3)Cc3ccc(Cl)cc3)N2C=C1 (stereo not drawn)
  -0.3, i, i
CCCc1c(C(=O)Nc2ccc(C(F)(F)F)cc2)cnn1-c1ccccc1
  0.4, i, i
COc1cccc(C2N(c3ccccn3)C(=O)C3CCCN32)c1OC (stereo not drawn)
  -1.1, i, i
COC(=O)c1scc(S(=O)(=O)c2ccccc2)c1N
  nt, i, i
COc1ccc(N(Cc2cc3ccc(C)cc3[nH]c2=O)S(=O)(=O)c2ccccc2)cc1
  0.6, i, i
Cc1nn(CCC#N)c(NC(=O)c2ccc(Cl)cc2Cl)c1P(=O)(Nc1ccc([N+](=O)[O-])cc1)N1CCOCC1 (stereo not drawn)
  -1.4, i, i
Cc1nn(C)c(C)c1-c1c(C#N)c(N)nc2c1CCCCCC2
  0.4, i, i
O=C(COc1ccc(S(=O)(=O)NC2CCCC2)cc1)N1CCCCC1
  -0.5, i, i
CCOc1ccc(-n2nnnc2SCC(=O)NNC(=O)c2ccco2)cc1
  -0.2, i, i
COc1ccc(-c2ccc(SCC(=O)NC3CCCCC3)nn2)cc1OC
  0.6, i, i
FC(F)(F)c1ccc(C2NCCc3sccc32)cc1 (stereo not drawn)
  -1.3, i, i
Cc1ccc(/C=N/n2cnnc2)s1
  -1.2, i, i

# Rewritten field by field: part of the list above.
COc1ccc(NC(=O)COC(=O)c2ccc(Br)o2)cc1OC
  STK33 kinase inh: -0.5 | CHT block: i | CHT PAM: i

O=C(Nc1nccs1)C1CCN(S(=O)(=O)c2ccccc2)CC1
  STK33 kinase inh: -0.8 | CHT block: i | CHT PAM: i

C#CCOc1c(/C=C\c2nc(O)c([N+](=O)[O-])c(=O)[nH]2)cc(Br)cc1OC
  STK33 kinase inh: 0.3 | CHT block: i | CHT PAM: i

COc1ccc2cc(C(=O)NCc3ccccc3)c(=O)oc2c1
  STK33 kinase inh: -0.4 | CHT block: i | CHT PAM: i

# Next results follow.
# The line under a structure holds: STK33 kinase inh, CHT block, CHT PAM
COCCNC(=S)N(CCCN(C)C)Cc1cc2cc3c(cc2[nH]c1=O)OCCO3
  -4.3, i, i
Cc1cccc(CN2CCN(Cc3cccc(-n4cccn4)c3)CC2CCO)n1 (stereo not drawn)
  -0.3, i, i
O=C(CCCOc1ccccc1)Nc1ccc(Br)cc1
  0.1, i, i
CC1=C(C(=O)N2CCCC(C(=O)c3cccc4ccccc34)C2)OCCO1 (stereo not drawn)
  -0.5, i, i
CC(=O)c1cccc(NC(=S)NC(=O)C(C)C)c1
  -0.4, i, i
Cc1ccc(-c2nc3c(c(=O)c4ccccc4n3C)c(=O)n2-c2ccccc2)cc1
  0.0, i, i
O=C(CCCl)N1CCCC2(CCCCC2)C1
  -2.6, i, i
Cc1ccc(N(CC(=O)NCc2cccs2)S(=O)(=O)c2cccs2)cc1
  0.9, i, i
O=C(OCc1ccc(Cl)c(Cl)c1)c1ccccn1
  -0.7, i, i
COc1ccc(/C=N/NC(=O)c2nc(-c3ccccc3)cc(-c3ccccc3)n2)cc1OC
  -3.3, i, i
COc1ccc(N(CC(=O)N2CCN(c3ccc(Cl)cc3)CC2)S(=O)(=O)c2c(C)noc2C)cc1
  -0.2, i, i
CCCCCNc1nc2ccccc2nc1NS(=O)(=O)c1cccs1
  0.2, i, i
CCOc1ccccc1-c1cc(-c2ccccc2)nc2c1c(=O)n(C)c(=O)n2C
  -0.3, i, i
CC1CCN(S(=O)(=O)c2ccc(C(=O)NCc3ccco3)cc2)CC1
  -0.8, i, i
COc1ccc(NC2c3ccccc3C(=O)N2Cc2ccco2)cc1OC (stereo not drawn)
  -0.1, i, i
OC(COC(c1ccccc1)c1ccccc1)CN1CCN(c2cccc(Cl)c2)CC1 (stereo not drawn)
  12, i, i
CCOC(=O)N1CCN(C(=O)CSc2nnc(COc3ccccc3)o2)CC1
  -1.4, i, i
COc1ccc(C(CC(=O)N2CCOCC2)c2c(OC)cc(OC)c3c(-c4ccccc4)cc(=O)oc23)cc1 (stereo not drawn)
  -0.8, i, i
O=C(NCc1ccccc1)C(c1ccccc1)N(Cc1ccc2c(c1)OCO2)C(=O)Cc1cccs1 (stereo not drawn)
  -0.7, i, i
Cc1ccccc1OC(=O)CCC(=O)OCCCC(F)(F)C(F)(F)F
  1.4, i, i
Cc1ccc(C(C)NC(=S)NC2CCCCC2)c(C)c1 (stereo not drawn)
  1.6, i, i
O=C(CCNC(=O)OCc1ccccc1)NC1CCCCC1
  -1.6, i, i
CC(=O)N(C)c1ccc(N=NC2C(=O)N(C(N)=S)N=C2C)cc1 (stereo not drawn)
  1.1, i, i
Cc1ccc2c(Cl)c(C)c(N3CCCCC3)nc2n1
  -0.3, i, i
O=C1NC(c2ccccc2O)Nc2ccccc21 (stereo not drawn)
  2.7, i, i
C/C(=N\NC(=O)c1ccc2c(c1)OCCO2)c1ccccc1
  14, i, i
Cn1ccc(/C=N/N=C2/NC(=O)CS2)n1
  0.1, i, i
Cc1ccc(C)c(Cc2c(C)nc3c(C(=O)NCc4ccc5c(c4)OCO5)cnn3c2C)c1
  0.1, i, i
Cc1cc(/C=C2/NC(=O)NC2=O)c(C)n1C
  -3.6, i, i
COc1ccc(Cl)cc1NC(=O)CN1C(=O)CSC1=O
  -0.7, i, i
CCCC(C)C(=O)Nc1cc([N+](=O)[O-])ccc1F (stereo not drawn)
  -1.0, i, i
CCN(c1ccccc1)S(=O)(=O)c1cc(C(=O)Nc2ccc(Br)cc2)ccc1F
  -0.4, i, i
O=C(c1ccco1)N1CCN(C(=O)c2ccccc2[N+](=O)[O-])CC1
  -1.1, i, i
C=CCNC(=O)/C(C#N)=C\c1cc(Cl)c(O)c(OCC)c1
  0.7, i, i
O=C(NCc1nnc(SCc2ccc(F)cc2)n1-c1ccccc1)C12CC3CC(CC(C3)C1)C2
  -1.2, i, i
Cc1ccc(CN2C(=O)CCC2C(=O)N2CCN(c3ccc(F)cc3)CC2)cc1 (stereo not drawn)
  1.0, i, i
COc1ccc(NC(=O)Cn2nnc(C(=O)Nc3ccc(F)c(Cl)c3)c2N)cc1OC
  0.0, i, i
CCCC(=O)NCCCc1nc2ccccc2n1C(C)C
  -1.1, i, i
O=C(Nc1ccccc1Cl)N1CCN(c2ccc3nnc(-c4ccccc4)n3n2)CC1
  0.4, i, i
CC/C(=N\NC(=O)C(N)=O)c1ccccc1O
  0.9, i, i
Cc1c(/N=C/c2ccco2)n(Cc2ccccc2)c2ccccc12
  -1.3, i, i
Cc1ccc(-c2cc(C(=O)N3CCOCC3)c3ccccc3n2)cc1
  -0.4, i, i
O=P(c1ccccc1)(c1ccccc1)C1CCCO1 (stereo not drawn)
  -0.7, i, i
CCC(=O)c1ccc(OCC(O)CN2CCc3ccccc3C2)cc1 (stereo not drawn)
  -5.0, i, i
COc1cccc(-c2csc(N3CCN(C(=S)Nc4ccccc4)CC3)n2)c1
  -1.5, i, i
Cc1c2cnn(CC(=O)O)c(=O)c2c(C)n1Cc1ccccc1
  0.3, i, i
COC(=O)[C@@]12CCCCN1[C@H](c1ccc(-c3ccc(OC)cc3)cc1)[C@H]1C(=O)N(C)C(=O)[C@H]12
  0.3, i, i
COc1ccc(N(CC(=O)Nc2ccc(Cl)cc2)S(=O)(=O)c2c(C)n[nH]c2C)cc1
  -0.8, i, i
Cc1[nH]c(=O)[nH]c(=O)c1S(=O)(=O)N1CCCC(C(=O)NCCC2=CCCCC2)C1 (stereo not drawn)
  -0.9, i, i

# Shown as a hit in CHT block, among the entries above:
compound	STK33 kinase inh	CHT block
CN1CCN(CCNC(=O)c2ccc3nc(-c4ccc(F)cc4)c(-c4ccc(F)cc4)nc3c2)CC1	-1.7	-12*
